From PubChem
LDHA inh = inhibitors of human lactate dehydrogenase A. P00338. purified LDHA, NADH/diaphorase-resazurin fluorescence; hits give low values. activity change, % (values are at about 110 or 230 µM). hit rate 0.15% among 480,000. AID 1347041; in the data active = activity change below about -30%; inconclusive = mostly about -25% to -30%;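 note: plate controls were DMSO wells for no effect and wells without enzyme for full effect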
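Human LDH5 at 2 nM final in Tris HCl pH 7.4 with 0.06 mM NADH and 0.2 mM pyruvate, reacted 5 minutes at room temperature. Remaining NADH coupled via diaphorase/resazurin; resorufin fluorescence read at 0 and 20 minutes, normalized to enzyme-free and DMSO wells.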
Vif-A3G inh = inhibitors of Vif-APOBEC3G interaction; Q9HC16; HeLa A3G-eYFP + Vif (tagged APOBEC3G with the HIV-1 protein that degrades it), YFP fluorescence, overnight; Potency, µM (series often up to 46.1 µM), without a hit: top-dose activity, negative = active, usual class: inhibitors; hit rate 0.076% among 410,000;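 note: potency is the fitted concentration of half-maximal effect; % is set by controls: 0 for no effect and ±100 for the full control effect; nearly all actives have a fitted effect of over 60% in size; hits raise eYFP signal because A3G escapes Vif-driven loss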
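HeLa cells stably expressing Vif and C-terminally eYFP-tagged A3G, seeded overnight at 37 deg C, then exposed to compound by pintool overnight at 37 deg C. Rise in yellow fluorescence (Ex 488/Em 500-530, Acumen) marks blocked Vif-driven A3G degradation.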
TrxR1 substrate = is turned over as a substrate by rat TrxR1. purified TrxR1 substrate turnover, NADPH consumption readout. Potency, µM (highest dose often 114 µM), without a hit: at the top dose activity change, negative = substrate turnover. hit rate 0.01% among 390,000; note: potency is the fitted concentration of half-maximal effect; % is set by controls: 0 for no effect and ±100 for the full control effect; nearly all actives have a fitted effect of over 50% in size
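Rat TrxR1, dispensed at 90 nM, was prereduced with 400 uM NADPH (final) for 5 min at ~22 deg C, then incubated with compound 15 min before 400 uM selenite. A first-read NADPH fluorescence drop versus no-compound background flagged substrates.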
mIDH1 inhibitor = human IDH1 R132H inhibition | O75874 | IDH1-R132H enzyme, NADPH consumption, diaphorase/resazurin fluorescence | Potency, µM (top dose mostly 76.6 µM), inactives show at the highest dose activity change, negative = inhibition, hits mostly inhibitors | hit rate 0.093% among 390,000 | AID 602179; note: potency is the fitted concentration of half-maximal effect; % is set by controls: 0 for no effect and ±100 for the full control effect; nearly all actives have a fitted effect of over 65% in size
Target sequence (O75874 whole entry R132H, stated change not applied): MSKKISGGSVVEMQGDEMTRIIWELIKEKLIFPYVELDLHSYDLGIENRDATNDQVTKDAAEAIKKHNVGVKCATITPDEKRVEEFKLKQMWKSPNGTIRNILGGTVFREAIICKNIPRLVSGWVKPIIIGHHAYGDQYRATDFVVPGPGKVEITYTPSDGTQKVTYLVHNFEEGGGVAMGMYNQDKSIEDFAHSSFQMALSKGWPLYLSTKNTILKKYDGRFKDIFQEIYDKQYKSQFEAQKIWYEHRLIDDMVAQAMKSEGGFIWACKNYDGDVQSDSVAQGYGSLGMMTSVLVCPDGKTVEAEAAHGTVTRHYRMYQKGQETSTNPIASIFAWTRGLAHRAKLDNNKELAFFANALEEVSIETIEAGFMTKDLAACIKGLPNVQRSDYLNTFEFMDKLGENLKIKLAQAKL
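IDH1-R132H (0.5 ug/mL dispensed) in pH 7.5 Tris buffer was preincubated 30 min with compound, then given a substrate mix of 0.016 mM NADPH and 2 mM alpha-KG for 80 min at room temperature; remaining NADPH was read by diaphorase/resazurin fluorescence.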
PI4K2A block = blocks human PI4K2A kinase activity; activity change, negative = inhibition, % at 76.9 µM; purified PI4K2A, ADP-Glo luminescence, 1 h; hits give low values; AID 1346378; hit rate 0.13% among 420,000; Q9BTU6; in the data active = activity change below about -50%; inconclusive = mostly about -30% to -49%;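 note: -100% = wells without enzyme as full effect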
Target sequence (Q9BTU6 whole entry, looked up): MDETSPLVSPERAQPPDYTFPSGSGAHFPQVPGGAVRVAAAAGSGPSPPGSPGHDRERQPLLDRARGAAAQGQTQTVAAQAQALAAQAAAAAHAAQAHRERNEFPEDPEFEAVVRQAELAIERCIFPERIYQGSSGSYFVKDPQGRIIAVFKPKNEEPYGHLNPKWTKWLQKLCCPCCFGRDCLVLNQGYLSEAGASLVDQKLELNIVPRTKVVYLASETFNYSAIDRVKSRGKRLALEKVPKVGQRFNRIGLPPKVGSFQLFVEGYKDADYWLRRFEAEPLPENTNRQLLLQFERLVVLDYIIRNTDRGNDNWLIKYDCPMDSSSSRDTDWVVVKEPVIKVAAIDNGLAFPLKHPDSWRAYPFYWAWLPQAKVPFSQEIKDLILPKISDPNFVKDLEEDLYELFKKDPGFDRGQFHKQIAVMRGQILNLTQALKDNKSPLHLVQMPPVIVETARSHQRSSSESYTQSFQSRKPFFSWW
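In this quantitative HTS, ADP production by PI4K2A was quantified luminescently after 1 h at ambient temperature; 100 microM adenosine served as plate-quality control.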
USP1-UAF1 inh = inhibitors of human USP1/UAF1 deubiquitinase; Potency, µM (titrated, usually from 57.1 µM), for the others: top-dose activity change, negative = inhibition, most hits filed as inhibitors; O94782; AID 743255; hit rate 0.23% among 390,000; recombinant USP1/UAF1, Ub-Rhodamine cleavage fluorescence; note: potency is the fitted concentration of half-maximal effect; % is set by controls: 0 for no effect and ±100 for the full control effect; nearly all actives have a fitted effect of over 60% in size; inactives centre near -12
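1 nM enzyme complex + cpd, 15 min RT; start with Ub-Rho 150nM final; kinetic fluorescence ex 480/em 540, 6 reads q60 s. Buffer 50mM HEPES pH 7.8, 0.5mM EDTA, 0.1 mg/ml BSA, 1mM TCEP, 0.01% Tween-20.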
Vif-A3F inh = Vif-A3F binding inhibition. HeLa A3F-eYFP + Vif (tagged APOBEC3F with the HIV-1 protein that degrades it), YFP fluorescence increase. Potency, µM (doses to about 46.1 µM), inactives show at the top dose activity, negative = active. hit rate 0.2% among 390,000. AID 602313; note: potency is the fitted concentration of half-maximal effect; % of control where 0% means no effect; nearly all actives have a fitted effect of over 65% in size
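HeLa cells stably expressing Vif plus C-terminally eYFP-tagged A3F were seeded, incubated overnight at 37 deg C, dosed with compound, incubated overnight again at 37 deg C. Yellow fluorescence (Ex 488/Em 500-530) reported blocked Vif-mediated A3F-eYFP degradation.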
RXFP1 agonist = agonists of human relaxin receptor RXFP1; Q9HBX9; HEK293T-RXFP1 cAMP TR-FRET, 30 min; response scale: percent of porcine relaxin response, buffer zero; Potency, µM (titrated, usually from 57.5 µM), inactives show top-dose activation, hits mostly activators; hit rate 0.3% among 370,000; AID 2676; note: potency is the fitted concentration of half-maximal effect; % is set by controls: 0 for no effect and ±100 for the full control effect; nearly all actives have a fitted effect of over 60% in size; many of its hits are not listed in these tables
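cAMP rise read by TR-FRET after 30 min, 37C compound exposure (up to 58 uM) in RXFP1-transfected HEK293 cells with Ro 20174 present. EC50 from Hill-equation fits, with 29 nM porcine relaxin as 100% and buffer as basal.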
Glioma ERSR ind = ER stress response induction in glioma | hit rate 0.02% among 420,000 | U87-MG GRP78 promoter luciferase reporter, 16 h | Potency, µM, for the others: at the highest dose activation, most hits filed as activators | AID 602332; note: potency is the fitted concentration of half-maximal effect; series mostly up to about 76 µM; % of control where 0% means no effect; nearly all actives have a fitted effect of over 35% in size
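Stably transfected U87-MG glioma cells carrying a GRP78-based luciferase sensor; 16 h compound incubation. Luminescence end-point read 10 min after Bright-Glo addition at room temperature.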
Starred values were filed as active, the others as inactive; ? = inconclusive; · = not tested or not shown; & = joins results of further samples; [ ] = remark or other dose. Unless noted, calls come from the whole dose curve; as a rule, active = well fitted curve in the direction sought with a large enough effect; inconclusive = small, poorly fitted or top-dose-only effect, or another doubt; inactive = no such curve, though single readings can be large; an effect the other way counts as inactive or inconclusive.

SMILES	LDHA inh	Vif-A3G inh	TrxR1 substrate	mIDH1 inhibitor	PI4K2A block	USP1-UAF1 inh	Vif-A3F inh	RXFP1 agonist	Glioma ERSR ind
O=C(CN(c1cccc(C(F)(F)F)c1)S(=O)(=O)c1ccccc1)Nc1cccc(Cl)c1	-5	-1%	1%[57.1 µM]	-32%	0	-27%	-3%	-0.9%	-6%
COc1ccc(C(OC(=O)c2ccco2)C(=O)NC(C)(C)C)cc1OC (configuration not stated)	-8	-4%	-5%	-2%	3	0%	-1%	·	-2%
O=C(Nc1c(Cl)ccc2nsnc12)c1ccco1	1	0%	-3%	-4%	2	-4%	-4%	2.8%	-2%
Clc1ccc(-c2nnc(-c3ccco3)nc2N2CCCCC2)cc1	2	0%	-6%	4%	1	-24%	-9%	0.0%	-2%
C[C@@H]1CN(S(=O)(=O)c2c(F)cccc2F)CCN1S(=O)(=O)c1ccc2c(c1)OCCO2	-10&-3	0%	5%[57.1 µM]	·	0	·	0%	·	-6%
COc1cccc(CN(C(=O)c2ccc([N+](=O)[O-])cc2)C2CCS(=O)(=O)C2)c1 (configuration not stated)	-2	-1%	-2%[57.1 µM]	8%	9	-17%	4%	-0.1%	-2%
COc1ccc(N(C(=O)c2ccc(Br)o2)C2C=CS(=O)(=O)C2)c(OC)c1 (configuration not stated)	-4	2%	0%	3%	-2	-16%	-9%	1.7%	-3%
Cc1nc2scc(-c3cccs3)c2c(=O)o1	-3	1%	14%[57.1 µM]	-1%	-16	-12%	4%	3.3%	0%
ONC(=Nc1ccc(Cl)cc1)c1ccccc1	-8	1%	6%	-2%	0	-15%	0%	0.0%	-1%
O=C(Nc1cccc(S(=O)(=O)c2cccc(NC(=O)c3ccco3)c2)c1)c1ccco1	-7	-6%	12%	4%	4	-23%	4%	-2.9%	-3%
Oc1ccc(-c2nc3ncccn3c2Nc2ccc3c(c2)OCO3)cc1	6	-8%	2%	-1%	-7	-17%	·	-3.7%	-2%
CS(=O)(=O)N(CCc1ccccc1)CC(=O)NCc1ccc(Cl)cc1	-9	2%	0%[57.1 µM]	-2%	-6	?	1%	-1.7%	-4%
O=C(NCC1COc2ccccc2O1)C1CCN(S(=O)(=O)c2ccccc2)CC1 (configuration not stated)	-4	1%	1%	2%	1	-16%	2%	·	-1%
FC(F)(F)c1cnc(N2CCC(=NOCc3ccc(Cl)cc3)CC2)c(Cl)c1	3	-1%	0%[57.1 µM]	2%	-1	-4%	-13%	2.1%	-3%
c1ccc(COc2cccc(-c3cc4nc(NCCN5CCOCC5)ccn4n3)c2)cc1	2	-21%	·	·	1	·	·	·	-4%
O=C(Nc1cc2c(cc1C(=O)c1ccccc1Br)OCCO2)c1cccc(Cl)c1	-5	-1%	12%[11.4 µM]	-9%	0	-9%	0%	1.8%	-2%
COC(=O)c1ccc(N=C2SCC(=O)N2C)cc1	-11	-5%	-9%	-3%	-6	-14%	4%	2.2%	-4%
O=C(NCCC1=CCCCC1)c1ccc(F)c(S(=O)(=O)N2CCOCC2)c1	0	2%	5%	6%	-8	3%	-4%	-0.6%	-4%
O=C(Nc1nc2c(F)cc(F)cc2s1)c1ccccn1	1	-1%	9%[57.1 µM]	-5%	-15	-15%	?	6.7%	-13%
CCn1nnc(NC(=O)c2ccco2)n1	-1	0%	12%[57.1 µM]	3%	-1	-16%	3%	1.4%	3%
CC(=O)NCCn1c(SCc2ccc(C)cc2)nc2ccccc2c1=O	0	1%	-6%	5%	-2	-17%	-16%	1.2%	-2%
CC(O)[C@H](NC(=O)C1CCN(C(=O)[C@H](Cc2ccccc2)NC(=O)OC(C)(C)C)CC1)C(=O)O (some centres not stated)	2	0%	10%	4%	-9	-11%	-7%	2.2%	-6%
O=C(CNC(=S)N(Cc1ccccc1)Cc1cccnc1)NC1CC1	-2	3%	17%[57.1 µM]	3%	3	-6%	-8%	0.2%	-2%
COc1c(C)cc(C(=O)C2CCCN(C(=O)c3cccc(-n4cccn4)c3)C2)cc1C (configuration not stated)	0	0%	2%	12%	3	-27%	5%	-0.1%	2%
C=C1C(=O)[C@]23C[C@H]1CC[C@H]2[C@]1(C)[C@@H](OC(C)=O)CC[C@@](C)(C(=O)OC)[C@H]1C[C@@H]3OC(C)=O	0	-20%	·	·	-1	·	·	·	-12%
Cc1ccc(C(=O)Nc2cc(Cl)ccc2Oc2ccccc2)cc1[N+](=O)[O-]	1	-1%	-2%	10%	4	-1%	-12%	-0.3%	-1%
COc1ccc(Cn2c(=N)c(C(=O)NCC3CCCO3)cc3c(=O)n4ccccc4nc32)cc1 (configuration not stated)	-2	-3%	8%	28%	0	-11%	0%	17%	6%
CCCCNC(=O)CSc1nc2n[nH]c(C)c2c(=N)n1-c1cccc(C)c1	-5	-7%	5%[57.1 µM]	-7%	-4	10%	9%	7.3%	-3%
CSc1ccc(/C=N/NC(=O)c2cccc(Cl)c2)cc1	-7	-6%	-10%	-8%	6	-10%	-5%	2.0%	1%
O=C(NCc1cccnc1)/C(=C/c1ccc(-c2cccc(Cl)c2)o1)S(=O)(=O)c1ccccc1	-2	-22%	6%	1%	0	-1%	-4%	-2.8%	7%
CN(CC(=O)Nc1ccc(Cl)c(C(F)(F)F)c1)C(=O)COc1cccc2cccnc12	1	0%	·	4%	-2	-1%	-1%	·	-2%
COc1ccc(-c2ccc3[nH]c4c(c3c2)CCN2C[C@H]3[C@H](C)ON(C)[C@H]3C[C@@H]42)cc1	-11	-3%	·	-3%	-2	?	-30%	·	0%
CCS(=O)(=O)N1CC(=O)N(c2cccc(C)c2C)C(C)(C(=O)NC2CCCCCC2)C1 (configuration not stated)	-17	-2%	-4%	-11%	-5	-28%	0%	0.8%	-2%
COc1ccccc1CNC(=O)CCc1c(C)nc2cc(-c3ccccc3OC)nn2c1C	-11&-6	0%&-2%	-3%&19%	-7%&-11%	1&-2	-9%&-10%	13%&-1%	-0.6%&0.1%	-12%&-5%
Cc1ccc(OCC(=O)Nc2c(C)nn(-c3ccccc3)c2C)c(Br)c1	-13	1%	-4%	3%	-2	-12%	5%	-0.2%	-2%
CC(C1CC1)N(Cc1ccccc1)C(=S)Nc1ccccc1Cl (configuration not stated)	-6	1%	-9%	-6%	10	-11%	-8%	2.1%	-2%
COc1ccc(CNC(=O)CN(Cc2ccccc2)C(=O)CCC(=O)Nc2ccccn2)cc1	-1	3%	5%	-2%	-2	-19%	-27%	0.4%	-2%
Cc1ccc(S(=O)(=O)c2nnn3c2nc(NCc2cccs2)c2sccc23)cc1	-6	-17%	20%	-9%	-3	1%	-10%	?	-3%
COc1ccc(CC(=O)Nc2ccc(-c3noc(-c4ccc(Cl)cc4)n3)cc2)cc1	-4	1%	4%	6%	1	-8%	?	-1.1%	0%
COc1ccc2cc(Br)ccc2c1CC(=O)N1CCCC1	-5	-6%	-9%[57.1 µM]	21%	-7	-4%	3%	16%	-3%
O=C(CN1C(=O)C2C3CCC(C3)C2C1=O)OCC(=O)c1ccc(Br)cc1 (configuration not stated)	1	0%	0%	0%	-4	-12%	-6%	-1.6%	-2%
CCC(OC(=O)CNS(=O)(=O)c1ccccc1)C(=O)c1ccccc1 (configuration not stated)	-9	4%	-5%	-3%	0	-12%	6%	3.4%	-5%
COc1ccccc1C(=O)N/N=C(\C)c1ccc(NC(=O)Cc2ccccc2)cc1	-3	1%	54%[activator]	2%	1	-23%	-13%	-1.2%	-2%
COc1cccc(-c2cccc(NC(=O)C3CCN(C4CCOCC4)CC3)c2)c1	-2	-3%	6%	-1%	2	-15%	3%	-1.2%	-3%
O=C(COc1ccc2ccccc2c1CN1CCOCC1)N1CCc2ccccc21	-5	-7%	8%	9%	-8	-4%	6%	1.5%	-9%
O=C(COC(=O)c1cc(NS(=O)(=O)c2cccs2)ccc1O)Nc1cc(Cl)ccc1Cl	-9	-11%	22%	-1%	-5	-23%	-31%	1.9%	-6%
CCSCCNC(=O)c1cncc(Br)c1	0	2%	-1%[57.1 µM]	4%	3	-10%	4%	-0.1%	0%
COc1ccccc1NC(=O)N(O)C1(C#N)CCCCC1	-1	-4%	1%	2%	0	-1%	5%	·	-1%
C[C@H](CO)N1C[C@H](C)[C@@H](CN(C)C(=O)NC2CCCCC2)Oc2c(NC(=O)CCC(F)(F)F)cccc2C1=O	-7	0%	1%	-6%	3	-8%	8%	·	-1%
COc1cc(C(=O)NCc2ccco2)cc(OC)c1OC	12	1%	-4%	3%	3	-15%	-1%	0.6%	0%

In the list so far, 3 have a thiophene ring, fused or not:
SMILES	LDHA inh	Vif-A3G inh	TrxR1 substrate	mIDH1 inhibitor	PI4K2A block	USP1-UAF1 inh	Vif-A3F inh	RXFP1 agonist	Glioma ERSR ind
Cc1nc2scc(-c3cccs3)c2c(=O)o1	-3	1%	14%[57.1 µM]	-1%	-16	-12%	4%	3.3%	0%
Cc1ccc(S(=O)(=O)c2nnn3c2nc(NCc2cccs2)c2sccc23)cc1	-6	-17%	20%	-9%	-3	1%	-10%	?	-3%
O=C(COC(=O)c1cc(NS(=O)(=O)c2cccs2)ccc1O)Nc1cc(Cl)ccc1Cl	-9	-11%	22%	-1%	-5	-23%	-31%	1.9%	-6%

An excerpt; the hit share may differ from the screen's.
